Rad51 HR inh: human RAD51 strand exchange inhibitors, primary screen, biochemical, fluorescence. hRad51 DNA strand exchange, fluorescence dequenching. AID 1385, 2008. inhibition, % at 10 µM. DNA repair protein RAD51 homolog 1 (Homo sapiens), Q06609. hit rate 0.085% among 200,000;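 active = inhibition above 40% at the single screening dose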;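 also: 0% = DMSO control wells and 100% = blanks with heterologous ssDNA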
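Test system: preformed human Rad51 ssDNA filaments; also added: Donor/quencher-labelled 47-bp dsDNA substrate; doses: 10 µM final, single point; times: 37 °C 15-min filament assembly, 30-min compound preincubation, 15-min exchange; detection: FRET fluorescence dequenching, excitation 485 nm, emission 520 nm; read-out basis: Fluorescence-based percent inhibition, control- and blank-normalised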
TbHK1 inh: Trypanosoma brucei hexokinase 1 inhibitors, primary screen, biochemical, G6PDH-coupled NADH absorbance, MLSCN library; hexokinase 1 [Trypanosoma brucei]; recombinant TbHK1, G6PDH-coupled NADH A340; inhibition, % at 10 µM; hit rate 0.11% among 220,000; AID 1430, 2008;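 active = inhibition of 50% or more in the single-dose primary screen; inactive = inhibition below 50%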
m-calpain inh: inhibitors of pig calpain II, primary screen, biochemical, fluorogenic peptide substrate, 1536-well. AID 1236, 2008. inhibition, % at 16 µM. hit rate 0.37% among 220,000. purified calpain II, 30 min;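 active = inhibition above about 50%, limit read from the data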
Hck Nef HTS: inhibitors of Nef-activated human Hck kinase, primary screen, biochemical, Z-Lyte FRET, 384-well, Hck-YEEI. Tyrosine-protein kinase HCK (Homo sapiens), P08631. hit rate 0.68% among 220,000. AID 463187, 2010. inhibition, % at 20 µM. Recombinant Hck-YEEI plus Nef, Z-Lyte FRET kinase assay;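 active = Hck-Nef kinase inhibition above about 50%, limit read from the data; inactive = inhibition below that limit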;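 also: 0% = DMSO with Hck plus Nef and 100% = Hck alone without Nef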
eIF4E 4G PPI: eIF4E–eIF4G protein interaction inhibitors, primary screen, biochemical, uHTS, TR-FRET, eIF4GI fragment; Eukaryotic translation initiation factor 4E (Mus musculus) + Eukaryotic translation …; TR-FRET eIF4E-eIF4GI(517-606) binding, 2 h; inhibition, % at 21.7 µM; hit rate 0.37% among 220,000; AID 782, 2007;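 active = inhibition above about 30%, limit read from the data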;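 also: 0% = full FRET control wells and 100% = background wells lacking eIF4GI fragment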
Target sequence (P63073 whole entry, looked up, the tested form may be a part): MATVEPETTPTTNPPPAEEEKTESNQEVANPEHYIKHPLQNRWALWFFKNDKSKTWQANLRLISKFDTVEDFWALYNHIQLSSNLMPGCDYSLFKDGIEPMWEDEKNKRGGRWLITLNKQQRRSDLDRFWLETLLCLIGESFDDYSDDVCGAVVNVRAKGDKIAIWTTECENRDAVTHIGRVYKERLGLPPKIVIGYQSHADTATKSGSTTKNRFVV
Target sequence (Q04637 whole entry, looked up, the tested form may be a part): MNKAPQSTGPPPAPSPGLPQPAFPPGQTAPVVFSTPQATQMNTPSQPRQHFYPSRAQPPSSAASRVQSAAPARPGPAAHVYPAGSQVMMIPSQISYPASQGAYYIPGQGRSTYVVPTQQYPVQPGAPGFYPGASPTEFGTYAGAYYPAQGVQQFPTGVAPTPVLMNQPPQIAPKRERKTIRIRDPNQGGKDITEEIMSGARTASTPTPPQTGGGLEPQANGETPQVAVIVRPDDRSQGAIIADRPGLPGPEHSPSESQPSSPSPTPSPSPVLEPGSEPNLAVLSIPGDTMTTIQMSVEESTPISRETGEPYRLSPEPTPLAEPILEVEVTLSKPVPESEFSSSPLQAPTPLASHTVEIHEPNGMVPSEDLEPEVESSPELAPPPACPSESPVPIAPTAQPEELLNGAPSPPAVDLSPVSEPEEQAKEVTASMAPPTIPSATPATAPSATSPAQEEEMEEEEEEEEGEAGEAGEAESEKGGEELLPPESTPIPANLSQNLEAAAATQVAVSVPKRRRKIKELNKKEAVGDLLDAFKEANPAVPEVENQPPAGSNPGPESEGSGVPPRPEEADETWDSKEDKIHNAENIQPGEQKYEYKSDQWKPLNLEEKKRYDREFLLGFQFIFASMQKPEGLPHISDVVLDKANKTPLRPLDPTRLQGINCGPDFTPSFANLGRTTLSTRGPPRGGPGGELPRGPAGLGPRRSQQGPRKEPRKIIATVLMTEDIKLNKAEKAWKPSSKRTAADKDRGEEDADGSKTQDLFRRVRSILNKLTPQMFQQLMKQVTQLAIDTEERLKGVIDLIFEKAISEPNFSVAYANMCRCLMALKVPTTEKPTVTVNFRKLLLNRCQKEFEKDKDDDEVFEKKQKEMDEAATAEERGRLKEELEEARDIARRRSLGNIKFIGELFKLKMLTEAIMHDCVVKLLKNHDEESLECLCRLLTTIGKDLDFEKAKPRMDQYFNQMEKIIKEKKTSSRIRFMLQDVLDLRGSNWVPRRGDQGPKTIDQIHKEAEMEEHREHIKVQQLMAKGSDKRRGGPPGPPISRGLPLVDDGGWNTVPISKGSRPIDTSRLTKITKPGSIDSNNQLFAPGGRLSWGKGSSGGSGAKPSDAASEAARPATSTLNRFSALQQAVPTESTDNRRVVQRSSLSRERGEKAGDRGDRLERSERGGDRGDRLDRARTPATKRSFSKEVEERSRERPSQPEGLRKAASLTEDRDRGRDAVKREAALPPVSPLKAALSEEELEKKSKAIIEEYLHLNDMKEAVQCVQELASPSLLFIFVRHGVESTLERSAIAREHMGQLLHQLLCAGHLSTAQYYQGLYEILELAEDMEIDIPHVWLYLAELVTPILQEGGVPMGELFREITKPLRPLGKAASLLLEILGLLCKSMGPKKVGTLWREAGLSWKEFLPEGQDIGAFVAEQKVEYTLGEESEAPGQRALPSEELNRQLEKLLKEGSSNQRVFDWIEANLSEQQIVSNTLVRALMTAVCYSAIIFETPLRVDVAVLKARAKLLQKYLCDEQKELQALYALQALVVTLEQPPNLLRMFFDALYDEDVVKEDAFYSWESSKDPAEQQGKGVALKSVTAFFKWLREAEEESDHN
EP2 antag: human EP2 receptor antagonists, primary screen, TR-FRET cAMP, C6 glioma cells. Prostaglandin E2 receptor EP2 subtype (Homo sapiens), P43116. C6 glioma cells expressing human EP2; cells stimulated with saturating PGE2. inhibition, % at 25 µM. hit rate 0.52% among 260,000. AID 1422, 2008;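 active = percent inhibition above 40 after rounding to a whole number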;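 also: rat C6 glioma host cells with rolipram phosphodiesterase inhibitor present; the protocol text gives 20 µM as final concentration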
L929 necroptosis: inhibitors of zVAD-triggered necroptosis, primary screen, L929 cells | L929 zVAD necroptosis rescue, ATP luminescence, 24 h; with zVAD 60 µM | viability rescue, % at 10 µM | hit rate 0.38% among 220,000 | AID 1377, 2008;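 active = activation, scaled between plate controls, above about 75%, limit read from the data; inactive = activation under that limit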;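 also: 0% = zVAD with DMSO and 100% = DMSO alone without zVAD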
EP2 mod: EP2 receptor modulators, cAMP readout, primary screen, cell-based, HTRF cAMP, PGE2 stimulation. Prostaglandin E2 receptor EP2 subtype (Homo sapiens), P43116. EP2-expressing cells, cAMP HTRF FRET, PGE2 co-stimulation. induction, % at 25 µM. hit rate 0.83% among 260,000;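 active = compounds whose cAMP rise, as percent of the full-agonist control response, exceeds 60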;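 also: rat C6 glioma line stably carrying human EP2 under a CMV promoter; the protocol text gives 20 µM as final concentration; 100% = response of wells given 1 µM PGE2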
14-3-3 Bad inh: inhibitors of 14-3-3 zeta/Bad binding, primary screen, biochemical, TR-FRET, bovine 14-3-3 zeta; hit rate 0.71% among 220,000; TR-FRET 14-3-3zeta/Dy647-pBad peptide displacement, 1 h; AID 781, 2007; inhibition, % at 21.7 µM;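 active = inhibition above about 70%, limit read from the data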;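 also: 0% = full 14-3-3 plus peptide FRET controls and 100% = background without 14-3-3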
Numbers without * were called inactive; i = inactive; · = not tested or not shown; & = joins results of further samples; ! = a repeat was not active; [ ] = dose if it differs, or a comment.

Structure	Rad51 HR inh	TbHK1 inh	m-calpain inh	Hck Nef HTS	eIF4E 4G PPI	EP2 antag	L929 necroptosis	EP2 mod	14-3-3 Bad inh
O=C(O)c1cccc(NC(=S)N/N=C/c2ccccc2OCc2ccc(Br)cc2)c1	-32	-7	-6	38	4	12	0.2	-17	5
CC(C)c1ccc(C(=O)NC2=NCCS2)cc1	13	-3	19	3	0	6	0.6	1	-7
CSc1sc(C(=O)O)c2c1C(=O)CCC2	1	-6	-13	-11	-3	31	0.0	10	-1
CSCCC(NC(N)=O)C(=O)Nc1ccc(C)cc1 (stereo not given)	10	8	29	19	-2	9	-0.4	12	-9
CCOc1cc(N2CCOCC2)c(OCC)cc1NC(=O)c1ccc(NC(C)=O)cc1	-5	-11	-19	27	4	5	-0.1	-16	-16
COC(=O)C(NNc1ccc(F)cc1)(NC(=O)c1ccccc1)C(F)(F)F (stereo not given)	4	-1	31	2	2	6	-0.1	-18	-7
COc1ccc2c(C)cc(SCC(=O)N(C)C3CCS(=O)(=O)C3)nc2c1 (stereo not given)	-24	-6	9	-2	10	9	0.2	10	4
CC[N+](C)(CC)CC(O)COCC1COc2ccccc2O1 (stereo not given)	-12	-2	8	-3	4[fluorescence artefact?]	2	0.2	16	28[fluorescence artefact?]
Cc1ccc2nc(N=C(N)N)nc(C)c2c1	-1	-1	-10	-19	0	8	1.6	29	-7
O=C(O)C1CC(=O)N(CCc2c[nH]c3ccccc23)C1 (stereo not given)	-5	5	-8	1	-6[fluorescence artefact?]	5	-0.1	6	-17[fluorescence artefact?]
Cc1ccc(-c2cc(Cc3ccc(N(C)C)cc3)c(=O)[nH]n2)cc1	·	-7	-4	23	-4	10	0.4	-52	3
CC(=O)Nc1ccc(Cc2ccc3[nH]c(=O)cc(C)c3c2)cc1	17	-18	7	16	-2	3&15	2.4	-3&-4	0
COc1ccc(OCC(=O)NCCc2ccc(S(N)(=O)=O)cc2)cc1	5	-6	3	2	4[fluorescence artefact?]	1	0.0	4	2[fluorescence artefact?]
CCOC(=O)c1ccc(N2N=C(C)/C(=C/C=C/c3ccco3)C2=O)cc1	5	-10	-26	8	0[fluorescence artefact?]	5	-0.1	-5	-7[fluorescence artefact?]
COCCOCCn1c(CCCO)nc2ccccc21	2	2	-22	1	3[fluorescence artefact?]	20	-0.2	11	10[fluorescence artefact?]
Cc1ccc(/C=N/NC(=O)C(C)NC(=O)c2ccccc2)cc1 (stereo not given)	35	-1	16	40	-2	6	1.5	-32	-7
O=C1CC(c2ccc(F)cc2)CC(O)=C1C1NCCc2ccccc21 (stereo not given)	-3	0	-8	2	-3[fluorescence artefact?]	5	0.5	28	6
CC1CCN(CCCOc2ccc(Br)cc2Cl)CC1	-151	9	-17	18	-1	10	7.5	-53	34
CC(C)CCn1c(N2CCc3ccccc3C2)nc2c1c(=O)[nH]c(=O)n2C	-4	-8	16	19	1	14	-0.5	59	-7
O=[N+]([O-])c1cccc(CSc2nnc3ccccn23)c1	-17	-3	-6	-1	0	6	0.6	30	-2
S=c1[nH]nc(Cn2cnc3ccccc32)n1-c1ccccc1Cl	-19	-3	22	5	1	9	2.7	23	2
CC(C)C(=O)NC(=S)Nc1sc2c(c1C(N)=O)CCCC2	·	-4	-11	12	4[fluorescence artefact?]	9	0.8	-5	2[fluorescence artefact?]
CC(C)Cc1nc2oc3c(NCc4cccnc4)ncnc3c2c2c1CCC2	-4	-11	-47	1	2	1	0.3	2	38
O=c1cc(Nc2cccc(Br)c2)[nH]c(=O)[nH]1	0	6	-19	19	-4	12	0.6	-19	-11
O=C(CNS(=O)(=O)c1ccc(Br)s1)Nc1ccc2c(c1)OCCO2	-6	3	19	0	-4	7	1.1	-8	-1
Cc1c(Cl)cccc1NC(=S)NC(=O)CCN1C(=O)c2ccccc2C1=O	-3	4	24	3	-2	5	-0.3	-32	10[fluorescence artefact?]
CCNc1nc(NCC)nc(N(C)N)n1	0	2	24	3	0	5	-0.1	-16	-9
Cc1ccc(C(=O)Nc2ccc(C(F)(F)F)n(C)c2=O)cc1	26	-3	-29	22	-3	9	22	13	-17
Cn1c(-c2ccc(F)cc2)cnc1SCC(=O)N1CCCc2ccccc21	2	-1	13	7	5[fluorescence artefact?]	4	-0.2	7	-20
CCOc1ccc(OCC)c(NC(=O)Cn2cccc2)c1	2	2	23	2	-4	5	0.2	19	-6
O=c1ccc2cc(S(=O)(=O)N3CCN(c4cc(Cl)ccc4Cl)CC3)ccc2o1	-52	-11	-145	0	-3	9	0.0	-48	-1
CCCN(CCO)Cc1cccc(Br)c1	2	3	7	-9	3	7	-0.1	11	30
Cn1c(SCc2nc(-c3ccc(Cl)cc3)no2)nnc1-c1ccco1	2	6	-3	2	0	15	0.2	-9	5
Cc1nnc(NC(=O)C(C)Sc2nncn2C)s1 (stereo not given)	1	-1	-35	2	-3	11	-0.3	5	5
CCN(CC)CCOC(=O)C1(c2ccccc2)CCOCC1	-13	3	7	2	3	10	-0.2	16	1
CCC(c1nnc(SCC(=O)Nc2ccc(S(N)(=O)=O)cc2)n1Cc1ccccc1)N(C)C (stereo not given)	17	-6	-20	-1	-2	5	1.1	29	-14
S=c1[nH]nc(-c2cc(-c3ccccc3)n[nH]2)n1/N=C/c1ccc(Cl)c(Cl)c1	5	-20	21	-56	-18	1	1.2	35	35
Cc1c(C(=O)OCC(C)C)[nH]c2c1C(=O)CC(c1ccco1)C2 (stereo not given)	-2	1	-66	25	1	4	-0.8	-4	5
C/C(N)=C(/C#N)C(=O)CSc1nc2ccccc2c(=O)n1Cc1ccc(C)cc1	21	11	-54	55*	-1	13	-0.2	-4	29
CC(C)c1ccc(/C=N/n2nnnc2Nc2ccccc2)cc1	1	-23	-29	-2	2	10	-0.1	-6	2
COc1ccc2c(c1)[nH]c1c(=O)n(Cc3ccco3)cnc12	·	2	-5	0	-6[fluorescence artefact?]	·	0.1	-49	-14[fluorescence artefact?]
Cc1c(C2N3CC4(C)CN2CC(C)(C3)C4=O)c2ccccc2n1C (stereo not given)	-4	-7	-5	-10	-1	6	0.0	19	9
O=C(CSCc1ccc(Cl)cc1)Nc1ccc2c(c1)OCO2	-1	9	4	11	-2[fluorescence artefact?]	12	0.0	-46	-4
Cc1cc2[nH]c(=O)c3ccccc3n2n1	5	-6	-47	1	6[fluorescence artefact?]	12	-0.2	32	-8
Cc1cccc(C)c1OCC(=O)N/N=C/c1ccncc1	5	-4	9	3	2[fluorescence artefact?]	10	1.2	-2	-18[fluorescence artefact?]
CCOCc1nc(C)c(Cl)c(NS(=O)(=O)c2ccc(N)cc2)n1	2	3	-12	-2	-6	2	-0.4	2	6
C=CCn1c(SCC(=O)Nc2c(C)cccc2C)nnc1-c1ccncc1	-2	0	-14	-1	5[fluorescence artefact?]	8&14	-0.2	19&-17	-4[fluorescence artefact?]
CS(=O)(=O)c1cccc(NC(=O)c2ccc(Cl)c(Cl)c2)c1	5	-2	21	-10	1	15	7.7	-50	-1
CCOC(=O)C(/C=C(\C#N)C(=O)OCC)=C(/N)N1CCN(c2c(C)cccc2C)CC1	-2	-10	28	6	15[fluorescence artefact?]	4	0.1	-15	-17
Nc1cc(-c2ccc(Br)cc2)nn1S(=O)(=O)c1ccccc1	-4	-3	-14	1	-1	11	0.3	-22	7[fluorescence artefact?]
Cc1nn(C(=O)c2cc3sccc3[nH]2)c(C)c1C	-3	-6	-27	-1	-5	11	1.2	10	-2
CCN1CCN(C(=O)c2ccccc2N(Cc2ccccc2)S(=O)(=O)c2ccc(OC)cc2)CC1	0	-6	-12	24	-6	6	-0.7	0	-2
COc1ccc(-c2csc(N(CCCN(C)C)C(=O)c3cccs3)n2)cc1	1	-28	-2	1	0	3&19	0.2	-4&-68	11
CCn1ncc(CN2CCN(Cc3ccc(OC)c(C)c3C)C(CCO)C2)c1C (stereo not given)	-1	3	-4	0	3	1	0.9	-8	-15
O=C(CN1C(=O)C2C3C=CC(C3)C2C1=O)NCCC1=CCCCC1 (stereo not given)	9	9	-9	4	-8	12	1.5	12	-5
CCOC(=O)C1=C(c2ccccc2)OC(N)=C(C#N)C1c1ccc(Cl)s1 (stereo not given)	-5	4	18	0	8	5	0.2	19	0

The list goes on:
Structure	Rad51 HR inh	TbHK1 inh	m-calpain inh	Hck Nef HTS	eIF4E 4G PPI	EP2 antag	L929 necroptosis	EP2 mod	14-3-3 Bad inh
NC(=O)COC(=O)c1ccc(-c2ccccc2)cc1	-6	3	-82	24	4	5	0.8	-17	-8
O=C(NCc1ccc(Cl)c(Cl)c1)c1ccco1	2	-2	8	1	0	13	0.7	-17	7
N#CCSc1nnc(COc2cccc3ccccc23)n1-c1cccc(Cl)c1	3	-4	-34	0	-3	3&31	-0.2	72*!	-4
C/C(N)=C(/C#N)C(=O)CSc1n[nH]c(-c2ccccc2Br)n1	-4	-1	3	-2	3	7	2.8	6	-6
COc1cc(C)ccc1S(=O)(=O)n1nc(C)cc1C	·	2	-2	13	3	9&6	-0.7	-11&17	-9
Cc1ccc(C)c(S(=O)(=O)C(C#N)c2nc3ccccc3nc2N2CCCC2)c1 (stereo not given)	-53	-13	i	4	7	10	0.3	15	22
Cc1ccccc1Cn1cc(NC(=O)c2cc(-c3ccco3)on2)cn1	3	0	-6	11	-3	13	2.4	-19	-16
CCC(=O)NNC(=O)CCC(=O)Nc1ccccc1	·	0	8	-1	-10[fluorescence artefact?]	·	-0.3	3	4
CCN(CC)CC(=O)N1c2ccccc2CCc2ccc(NC(=O)c3cc(OC)c(OC)c(OC)c3)cc21	3	-14	-25	7	6	3	-0.7	-15	12
Fc1ccccc1OCCCCn1cncn1	3	-14	24	1	3	11	-0.1	23	-1[fluorescence artefact?]
CN(C(=O)C(Cl)Cl)C1CC2C=CC1C2 (stereo not given)	9	8	-12	13	0	2	0.8	8	2
O=C(CSc1nnc(-c2cccc(Cl)c2)o1)Nc1ccc2c(c1)OCCO2	0	3	9	4	-3	16	-0.2	-28	12[fluorescence artefact?]
Cc1noc2ncnc(Oc3cc(Cl)ccc3Cl)c12	6	1	17	0	-1	5	13	15	-3
N#Cc1ccc(C(=O)CSc2nnc(-c3ccc(C(F)(F)F)cn3)s2)cc1	2	7	13	16	3	13	0.4	-10	-5
CCOC(=O)N1CCC(NC(=O)C2CCC(CNS(=O)(=O)c3ccc(OC)cc3)CC2)CC1 (stereo not given)	1	0	6	1	3	18	2.1	-2	3

Screening results (PubChem)

The list is partial, so the mix of outcomes need not match the whole.
